# Screening results: PubChem, several laboratories
# Jurkat viability: cytotoxicity toward Jurkat T cells, primary screen, cytotoxicity control, cell-based, Jurkat E6.1, 60K MLSMR library; Jurkat E6.1 viability, ATP luminescence, 48 h; inhibition, % at 4 µM; 56,000 tested, 1.2% active;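 active = inhibition above the mean inhibition of all tested compounds plus 3 SD, cut at about 28% in these data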
# SF-1 act: activators of human SF-1, primary screen, cell-based, CHO-K1, Gal4-SF-1 LBD, luciferase luminescence; AID 522, 2006; CHO-K1 Gal4-SF-1 LBD luciferase reporter; % increase over DMSO SF-1-specific signal; activation, % at 10 µM; 65,000 tested, 1.9% active;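 active = activation above the mean activation of all tested compounds plus 3 SD, cut at about 50% in these data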
#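 material = CHO-K1 cells with Gal4–hSF-1 LBD chimera plus Gal4-driven luciferase | compound = 10 µM single point, 1% DMSO | incubation = 20 h compound exposure at 37 °C after 1 h cell settling | measured by = SteadyLite luciferase luminescence | evaluation = percent activation relative to DMSO median and mock-transfected background | control set = DMSO negative control and −SF1 background wells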
# D1 mod: D1 CRE-luciferase signal change, two-sided – cell-based, HEK293 D1, dopamine EC30, D1 allosteric modulator project, primary screen | D(1A) dopamine receptor (Homo sapiens), P21728 | dopamine EC30 potentiation; actives deviate in either direction | B-score at 10 µM | 58,000 tested, 5.9% active | AID 641, 2007;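 active = luminescence count or its row- and column-corrected plate score outside the 99.7% band of the plate's sample wells, on either side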
# TNAP act mid DEA: human TNAP enzyme activators, primary screen, biochemical, luminescent, intermediate phosphate acceptor level; Alkaline phosphatase, tissue-nonspecific isozyme (Homo sapiens), P05186; purified TNAP, CDP-star luminescence, 100 mM DEA, 30 min; stronger effect = higher value; scale: 0 levamisole-inhibited, 1 vehicle-only enzyme; activation factor at 20 µM; 64,000 tested, under 10 active;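 active = activation factor of at least 2 at 20 µM, relative to controls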
# Target sequence (P05186 whole entry, looked up): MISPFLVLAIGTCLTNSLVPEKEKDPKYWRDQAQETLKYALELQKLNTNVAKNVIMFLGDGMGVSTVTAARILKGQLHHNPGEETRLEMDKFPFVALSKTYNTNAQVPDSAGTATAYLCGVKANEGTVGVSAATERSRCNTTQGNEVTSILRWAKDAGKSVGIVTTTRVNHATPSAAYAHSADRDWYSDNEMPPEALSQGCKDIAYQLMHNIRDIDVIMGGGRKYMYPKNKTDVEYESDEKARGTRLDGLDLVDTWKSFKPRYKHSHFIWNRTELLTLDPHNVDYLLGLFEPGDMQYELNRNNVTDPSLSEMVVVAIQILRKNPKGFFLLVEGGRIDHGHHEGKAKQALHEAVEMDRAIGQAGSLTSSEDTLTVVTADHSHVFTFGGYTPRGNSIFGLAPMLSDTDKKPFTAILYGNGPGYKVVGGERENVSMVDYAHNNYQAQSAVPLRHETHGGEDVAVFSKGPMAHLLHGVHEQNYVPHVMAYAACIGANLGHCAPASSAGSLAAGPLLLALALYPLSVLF
# NADH enzymes: inhibitors of PK/LDH coupling enzymes, profiling panel, artefact control, biochemical, MLSMR library | IC50, µM (doses to about 10 µM), for the others: top-dose inhibition | 65,000 tested, 0.02% active | coupled PK/LDH NADH assays, four targets;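 active = single-dose screening hits from any of four coupled enzyme assays that gave an IC50 when retested across doses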;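 note: the DPM-DC format reads NADH fluorescence rather than 340 nm absorbance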
# HEK293 NFkB inh: inhibitors of PMA/ionomycin-induced NF-kB reporter, primary screen, antigen receptor NF-kB inhibitor project, cell-based, HEK-293 luciferase reporter, luminescence; HEK-293 NF-kB luciferase reporter; 62,000 tested, 0.21% active; inhibition, % at 3 µM;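 active = inhibition above the mean of all tested compounds plus 3 SD, cut at about 40% in these data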;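 note: 0% = stimulated DMSO wells and 100% = 10 µM reference inhibitor 5653914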
#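 System: NF-kB luciferase reporter HEK-293 cells | Replication: Single test | Control set: DMSO vs reference inhibitor | Evaluation: % inhibition | Schedule: 1 h pretreatment, 16 h stimulation, 37 °C | Probe or stimulus: PMA with ionomycin | Compound dosing: One dose, 3 µM | Detection: Luciferase luminescence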
# Ecoli tolC: growth inhibitors of E. coli tolC mutant, primary screen, strain BW25113 ΔtolC::kan, 384-well. OD615. growth inhibition, % at 10 µM (by protocol). 65,000 tested, 2.2% active. AID 573, 2007;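 active = growth inhibition at or above a cutoff equal to the mean over every tested compound plus 3 SD, cut at about 60% in these data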;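 note: growth measured after 20 h incubation at 37 °C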
#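 test system = E. coli BW25113 ΔtolC::kan bacteria | medium = LB with kanamycin 50 µg/mL | signal = OD at 615 nm | schedule = 37 °C, 20 h exposure | evaluation = % inhibition of E. coli growth | compound dosing = one dose of 10 µM final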
# M1 antagonist: antagonists of rat M1 muscarinic receptor; AID 628, 2007; CHO-M1 cells, Fluo-4 calcium, ACh EC80 antagonist mode; stronger effect = lower value; Muscarinic acetylcholine receptor M1 (Rattus norvegicus), P08482; 64,000 tested, 3.4% active; B-score at 10 µM;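 active = calcium fluorescence response, raw or row-and-column corrected B-score, differing from the plate sample mean either way at a set confidence level, mostly lower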
# Target sequence (P08482 whole entry, looked up): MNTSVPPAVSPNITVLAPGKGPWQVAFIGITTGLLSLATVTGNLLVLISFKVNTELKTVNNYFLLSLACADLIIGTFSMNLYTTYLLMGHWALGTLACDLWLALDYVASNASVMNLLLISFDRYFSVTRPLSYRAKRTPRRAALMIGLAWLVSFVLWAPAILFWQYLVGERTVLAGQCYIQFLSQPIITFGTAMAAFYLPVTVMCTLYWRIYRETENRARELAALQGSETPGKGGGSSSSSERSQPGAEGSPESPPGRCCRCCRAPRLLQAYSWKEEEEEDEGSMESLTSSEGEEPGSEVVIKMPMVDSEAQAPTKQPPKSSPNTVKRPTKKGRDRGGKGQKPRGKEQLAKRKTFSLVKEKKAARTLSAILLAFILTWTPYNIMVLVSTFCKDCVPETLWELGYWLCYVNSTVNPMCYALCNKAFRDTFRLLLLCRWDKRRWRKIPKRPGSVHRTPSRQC
# M1 ag: M1 muscarinic receptor agonists, primary screen, CHO-M1 cells, Fluo-4 calcium, agonist mode. Fluo-4 calcium fluorescence; stronger effect = higher value. B-score at 10 µM. 64,000 tested, 3% active. AID 626, 2007;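 active = fluorescence rise, raw or as B-score row- and column-corrected plate score, outside the 99.7% band of its plate's samples, either direction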
# Numbers without * were called inactive; . = no result given; [ ] = another dose, or the depositor's remark.
Molecule,Jurkat viability,SF-1 act,D1 mod,TNAP act mid DEA,NADH enzymes,HEK293 NFkB inh,Ecoli tolC,M1 antagonist,M1 ag
CCN1CCN(C(c2cc3cccc(C)c3[nH]c2=O)c2nnnn2Cc2ccccc2)CC1 (configuration not stated),-1,-2,-1.4,1.1,12%,11,-5,0.55,1.3
CC(=O)c1ccc(OCCCC(=O)n2nnc3ccccc32)cc1,-7,-4,-0.22,1,5%,12,-4,0.45,-0.036
CCN(CC)S(=O)(=O)c1ccc(C(=O)Nc2ccc3c(c2)OCCO3)cc1,-4,16,0.47,0.9,6%,12,18,-0.44,-1.5
CCOC(=O)c1ccc(Cn2c(-c3ccccc3)nnc2-c2ccccc2)o1,-2,-19,0.77,0.9,4%,14,57,-0.29,0.6
Cc1nn(-c2ccccc2)c2sc(C(=O)N3CCOCC3)cc12,-1,94*,1.9,0.9,1%,-2,3,-0.026,-0.92
CC(C)[C@H](N)c1nnc(SCc2ccc(Cl)cc2)o1,-5,8,0.92,1.1,4%,8,-12,0.035,0.83
CCOC(=O)c1ccc(CNS(=O)(=O)c2c(C)ccc3nsnc23)o1,-7,-7,-0.09,0.9,1%,23,8,.,.
Cc1ccc2c(c1)N(CC(=O)OC(CC(C)C)C(=O)NC1CCCC1)C(=O)CO2 (configuration not stated),5,1,-2.6,1,5%,24,16,-0.12,1.5
COc1cc(S(=O)(=O)NC2CCCCC2C)ccc1Cl (configuration not stated),-2,0,.,0.8,2%,3,51,-0.11,0.3
COc1ccc(OC)c(S(=O)(=O)NCc2cccnc2)c1,7,1,.,0.9,2%,7,-5,.,.
O=C(c1cccc(F)c1)N1CCN(c2cccc(Cl)c2)CC1,80*,7,-0.28,0.9,1%,2,17,-0.23,-0.064
Cc1c(C(=O)OCC(=O)c2c(N)n(CC(C)C)c(=O)n(C)c2=O)oc2ccccc12,2,-18,.,1,4%,6,22,.,.
CCOC(=O)C1CCCN(C(=O)c2ccco2)C1 (configuration not stated),11,-10,-0.11,0.9,6%,12,-11,-0.69,-1.6
COc1cc(C)c(C)cc1S(=O)(=O)N1CCCCC1c1cccnc1 (configuration not stated),2,-18,0.38,0.9,1%,14,8,0.11,-0.67
O=S(=O)(/N=S1/CC=CCN1S(=O)(=O)c1ccccc1)c1ccccc1 (configuration not stated),.,-17,0.061,0.9,2%,16,-22,-2.1*,-1.4
CCn1c(SCC(=O)Nc2cc(OC)c(OC)c(OC)c2)nnc1-c1cccs1,3,12,-0.046,0.9,7%,11,8,0.033,0.4
O=C(c1noc2c1CCCC2)N1CCCCC1,5,-16,1.1,0.9,19%,7,-12,-1.6,-0.074
CCCCOc1cccc(-c2nnc(N)s2)c1,.,12,5.2,0.9,0%,.,-6,-0.86,0.034
O=C(O)[C@H](Cc1ccccc1)N1Cc2ccccc2C1=O,2,8,0.037,1,7%,3,4,-0.18,-0.2
CCCCNC(=O)c1c(C)cc(=O)oc1C,.,8,0.71,0.9,4%,12,-14,-0.022,0.41
CCC(=O)Nc1cccc(NC(=O)c2cc3ccccc3o2)c1,-3,25,5.1*,0.8,6%,-35,33,0.063,1.2
CCCCNC(=O)c1c(O)c2cccc3c2n(c1=O)CCC3,-8,-1,0.16,0.9,8%,9,4,0.02,0.25
O=C(O)c1ccc(COc2ccc3c4c(c(=O)oc3c2)CCC4)o1,6,-15,-1.7,0.9,12%[fluoresces],12,26,-0.47,-0.19
CCOC(=O)C(CC(C)C)CP(=O)(O)CNC(=O)OCc1ccccc1 (configuration not stated),0,-13,0.55,1,7%,10,-15,0.0069,-0.013
CCc1nnc(NC(=O)c2ccc(S(=O)(=O)N(CCOC)CCOC)cc2)s1,0,14,-0.32,0.9,1%,13,-6,-0.46,0.00067
COc1cccc(OCC(O)CO)c1 (configuration not stated),-5,-20,0.76,0.9,5%,10,-21,0.27,-0.5
COc1ccc(C2NCCc3cc(OC)c(OC)cc32)cc1OC (configuration not stated),3,3,1.1,0.9,2%,-1,-14,-1.3,-1.5
CCOC(=O)C1CCN(C(=O)Cc2c(F)cccc2Cl)CC1,8,-4,0.63,0.9,3%,18,3,-0.2,-0.016
O=C(CC(NCCN1CCOCC1)C(=O)O)Nc1cccc(Cl)c1 (configuration not stated),1,10,0.14,0.9,2%,4,-14,-0.31,0.015
C=CCn1c(=O)[nH]c2cc(C(=O)N3CCN(c4ccc(C(C)=O)cc4)CC3)ccc2c1=O,.,14,0.44,0.9,4%,12,23,-0.014,0.16

# Reprinted from the part before: 5 compounds, then new ones.
Molecule,Jurkat viability,SF-1 act,D1 mod,TNAP act mid DEA,NADH enzymes,HEK293 NFkB inh,Ecoli tolC,M1 antagonist,M1 ag
COc1cccc(OCC(O)CO)c1 (configuration not stated),-5,-20,0.76,0.9,5%,10,-21,0.27,-0.5
COc1ccc(C2NCCc3cc(OC)c(OC)cc32)cc1OC (configuration not stated),3,3,1.1,0.9,2%,-1,-14,-1.3,-1.5
CCOC(=O)C1CCN(C(=O)Cc2c(F)cccc2Cl)CC1,8,-4,0.63,0.9,3%,18,3,-0.2,-0.016
O=C(CC(NCCN1CCOCC1)C(=O)O)Nc1cccc(Cl)c1 (configuration not stated),1,10,0.14,0.9,2%,4,-14,-0.31,0.015
C=CCn1c(=O)[nH]c2cc(C(=O)N3CCN(c4ccc(C(C)=O)cc4)CC3)ccc2c1=O,.,14,0.44,0.9,4%,12,23,-0.014,0.16
Cc1onc(-c2ccccc2)c1C(=O)Nc1nc(-c2cc(F)ccc2F)cs1,-1,54*,.,0.9,4%,0,-2,0.66,0.41
COCCNC(=O)CSc1nc(-c2ccc(OC)c(OC)c2)cc(C(F)(F)F)n1,2,-17,9.3*,0.9,7%,11,.,0.2,-0.88
Cc1ccc(-c2ccc(=O)n(CC(=O)NCCN3C(C)CCCC3C)n2)cc1 (configuration not stated),1,0,-0.27,1,11%,14,5,0.1,-0.38
CC1=C(NCCc2ccccc2)CCC1=O,7,0,0.61,1,3%,-11,-3,0.35,-0.081
CN1CCN(c2ccccc2NC(=O)c2cccc(OCc3ccccc3)c2)CC1,1,-7,-1.9,0.9,4%,12,16,-0.9,1.1
COc1ccc(CCNC(=O)CSC2=Nc3ccccc3C3=NC(C(C)C)C(=O)N23)cc1OC (configuration not stated),-6,-1,-0.036,1,7%,15,-5,-3.5*,-1.4
COc1ccc(-c2ccc(-c3noc(-c4ccccc4C)n3)c(OC)n2)cc1,4,-5,1.2,0.9,2%[fluoresces],15,10,-0.034,-1.1
COc1ccc(OC)c(N(CC(=O)Nc2ccc(NC(C)=O)cc2)S(C)(=O)=O)c1,-3,-8,0.57,0.9,6%,18,-16,0.37,0.63
CCN1CCN(Cc2c(O)c(Cl)cc3c(C)cc(=O)oc23)CC1,-3,2,-0.2,1,0%[fluoresces],19,-2,-0.27,0.58
COCCn1c(CN2CCN(c3ccccc3F)CC2)nc2c1c(=O)n(C)c(=O)n2C,-5,-6,1.1,0.9,3%,9,-14,-0.21,0.018
CCOC(=O)c1c(C)n(O)c2ccc(Cl)cc2c1=O,-11,-17,-0.39,0.9,5%,11,11,-0.064,-0.21
O=S(=O)(NCc1csc(-c2cccnc2)n1)c1cccs1,-3,14,-0.068,0.9,4%,7,-9,-0.043,-0.36
CN1c2cccc3cccc(c23)N(C)C1(C)C,-10,-7,-0.054,0.9,9%[fluoresces],17,12,-0.093,0.069
OCc1cn(-c2ccccc2)nc1-c1ccc2c(c1)OCCO2,-4,43,0.045,0.9,2%,-27,25,-1.1,0.016
Cc1cccc(-c2nnc(SCc3nc4ccccc4[nH]3)n2Cc2ccco2)c1,8,-1,0.71,1.1,1%,13,24,-0.9,0.72
Cc1cccc(C)c1Nc1nc2ccccc2o1,-6,1,0.72,0.9,4%,15,-10,-0.31,-1
COC(=O)CS(=O)(=O)c1ccc2c(c1)CC(=O)N2,-4,-15,0.43,1,8%,1,-13,0.62,0.082
c1ccc(-n2ncc3c(NC4CCCCCC4)ncnc32)cc1,4,91*,-1.8,0.9,1%,-30,0,0.027,0.96
Cc1cc(NC(=O)C2CCCN(S(=O)(=O)c3cnc[nH]3)C2)ccc1Br (configuration not stated),1,-1,-0.89,0.9,1%,0,18,-0.5,0.8
CCN(CCNC(=O)C1CCCN(S(=O)(=O)CC)C1)c1ccccc1 (configuration not stated),4,-1,-0.68,1,1%,15,-24,0.079,-0.47
CC(C(=O)N1CCN(C=O)CC1)N1C(=O)c2ccccc2C1=O (configuration not stated),.,22,0.33,0.9,5%,8,-22,0.077,-0.012
CSc1ccc(C(=S)N2CCN(CCO)CC2)cc1,-7,-6,0.13,1,7%,17,0,0.3,0
COc1ccccc1NC(=O)N1CCCC1C(=O)NC12CC3CC(CC(C3)C1)C2 (configuration not stated),-1,-1,1.2,0.9,3%,7,0,0.016,-0.12
O=C(CCN1CCN(c2ccccc2F)CC1)Nc1ccccc1F,2,5,2.9,1,2%,7,1,-0.51,-0.21
O=C(NC1CCCC1)c1cc(-c2cccs2)on1,6,20,-3.6,0.9,4%,-64,6,0.12,-0.89
Cc1ccc(S(=O)(=O)c2n[nH]n3c2nc(=O)c2ccccc23)cc1,-1,-11,-0.0098,0.9,1%,22,39,0.19,-0.59
COc1ccc(-c2nnc(SCc3nnc(-c4ccccc4)o3)n2-c2ccccc2)cc1,-6,-6,0.18,0.9,0%,14,3,0.44,-0.07
C=CCc1cccc2cc(NC(C)=O)c(=O)oc12,-2,-13,1.1,1,4%,18,-3,0.43,-1
CCC(c1nnnn1CCOC)N1CCN(Cc2ccccc2OC)CC1 (configuration not stated),2,-5,0.006,0.9,4%,3,-12,0.55,0.77
COc1ccc(C(=O)NCc2nnc(SCC(=O)N3CCc4ccccc43)o2)cc1OC,.,11,0.97,1,6%,6,-13,0.023,1.5
O=C1C2CCCN2C(c2ccccc2F)N1c1cccc(Cl)c1 (configuration not stated),0,10,0.73,1,3%,5,-8,0.0036,0.93
Cn1c(SCC(=O)NC2CCCC2)nnc1-c1ccc(S(=O)(=O)N2CCOCC2)cc1,-7,-17,-0.77,0.9,4%,7,-3,0.43,-0.033
